# Vif-A3F inh – inhibitors of Vif-A3F interaction | HeLa A3F-eYFP + Vif (tagged APOBEC3F with the HIV-1 protein that degrades it), YFP fluorescence increase | Potency, µM (highest dose often 46.1 µM), for inactives: at the highest dose activity, negative = active | 390,000 tested, 0.2% active; note: % of control where 0% means no effect; nearly all actives have a fitted effect of over 65% in size
#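 HeLa cells stably expressing Vif plus C-terminally eYFP-tagged A3F were seeded, incubated overnight at 37 deg C, dosed with compound, incubated overnight again at 37 deg C. Yellow fluorescence (Ex 488/Em 500-530) reported blocked Vif-mediated A3F-eYFP degradation.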
# TrxR1 substrate – substrates of rat thioredoxin reductase 1 | purified TrxR1 substrate turnover, NADPH consumption readout | 390,000 tested, 0.01% active | O89049 | Potency, µM (titrated, usually from 114 µM), without a hit: at the highest dose activity change, negative = substrate turnover; note: % is set by controls: 0 for no effect and ±100 for the full control effect; nearly all actives have a fitted effect of over 50% in size
#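 Rat TrxR1, dispensed at 90 nM, was prereduced with 400 uM NADPH (final) for 5 min at ~22 deg C, then incubated with compound 15 min before 400 uM selenite. A first-read NADPH fluorescence drop versus no-compound background flagged substrates.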
# RGS4 inh – human RGS4 inhibition; Transcreener GDP fluorescence polarization, RGS4-accelerated GTP hydrolysis; AID 504845; Potency, µM (titrated, usually from 114 µM), inactives show top-dose activity change, negative = inhibition, actives largely listed as inhibitors; 390,000 tested, 0.039% active; note: % is set by controls: 0 for no effect and ±100 for the full control effect; nearly all actives have a fitted effect of over 75% in size; some results filed as inactive show a strong effect at the top dose
# Target sequence (P49798 whole entry, looked up): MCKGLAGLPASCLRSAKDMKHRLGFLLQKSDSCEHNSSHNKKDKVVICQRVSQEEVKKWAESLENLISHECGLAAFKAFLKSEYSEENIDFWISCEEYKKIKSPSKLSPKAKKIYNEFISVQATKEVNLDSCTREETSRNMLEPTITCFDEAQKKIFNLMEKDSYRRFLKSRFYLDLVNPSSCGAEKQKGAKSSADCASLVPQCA
#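 MLSMR compounds (23 nl, pin-transferred) preincubated 10 min at room temperature with a 500nM (2x) first reagent, then RGS4 at 900nM (2x) plus Transcreener GDP mix added; fluorescence polarization (620/688 nm) read before and after 90 min at 30 °C.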
# Vif-A3G inh – Vif-A3G binding inhibition; Q9HC16; HeLa A3G-eYFP + Vif (tagged APOBEC3G with the HIV-1 protein that degrades it), YFP fluorescence, overnight; Potency, µM (doses to about 46.1 µM), inactives show at the highest dose activity, negative = active, actives largely listed as inhibitors; 410,000 tested, 0.076% active; AID 602310;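 note: % is set by controls: 0 for no effect and ±100 for the full control effect; nearly all actives have a fitted effect of over 60% in size; hits raise eYFP signal because A3G escapes Vif-driven loss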
#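 Read-out is eYFP fluorescence (Ex 488/Em 500-530) from Vif-expressing HeLa A3G-eYFP cells; more signal means A3G escaped Vif-mediated degradation. Cells plated overnight, compound pinned in, incubated overnight at 37 deg C.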
# TrxR1 inh – inhibitors of rat thioredoxin reductase 1. 390,000 tested, 1% active. Potency, µM (highest dose often 114 µM), for the others: at the highest dose activity change, negative = inhibition, hits mostly inhibitors. O89049. AID 588453. recombinant rTrxR1, NADPH fluorescence consumption, selenite substrate; note: % is set by controls: 0 for no effect and ±100 for the full control effect; nearly all actives have a fitted effect of over 65% in size
#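 Rat TrxR1 (90 nM in the dispensed reagent) was pre-reduced with 400 uM NADPH for 5 min at room temperature, then incubated with compound for 15 min. After 400 uM selenite was added, NADPH fluorescence (Ex 340/Em 450 nm) was followed for 8 min.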
# USP1 inh – USP1/UAF1 (human) deubiquitinase inhibition | O94782 | recombinant USP1/UAF1, Ub-Rhodamine cleavage fluorescence | Potency, µM (doses to about 57.1 µM), inactives show top-dose activity change, negative = inhibition, usual class: inhibitors | 390,000 tested, 0.23% active; note: % is set by controls: 0 for no effect and ±100 for the full control effect; nearly all actives have a fitted effect of over 60% in size; inactives centre near -12
#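 In this screen, compounds sit with the deubiquitinase complex (1nM) for 15 min at room temperature before Ub-Rho is added at 150nM final. Fluorescence rise is then followed for 6 reads every 60 seconds.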
# RXFP1 ag – RXFP1 (human) receptor agonism. Q9HBX9. HEK293T-RXFP1 cAMP TR-FRET, 30 min; response scale: percent of porcine relaxin response, buffer zero. Potency, µM (top dose mostly 57.5 µM), for inactives: at the top dose activation, usual class: activators. 370,000 tested, 0.3% active; note: % is set by controls: 0 for no effect and ±100 for the full control effect; nearly all actives have a fitted effect of over 60% in size; many of its hits are not listed in these tables
#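 HEK293 cells stably expressing RXFP1, treated 30 min at 37C with compounds plus PDE4 inhibitor Ro 20174; cAMP measured by HTRF TR-FRET. Normalized to buffer and 29 nM porcine relaxin; EC50 by Hill fit.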
# ALOX12 inh – ALOX12 (human) lipoxygenase inhibition | P18054 | purified 12hLO, xylenol orange hydroperoxide absorbance | Potency, µM (doses to about 108 µM), for inactives: at the highest dose activity change, negative = inhibition, usual class: inhibitors | 580,000 tested, 1.1% active; note: % is set by controls: 0 for no effect and ±100 for the full control effect
# Target sequence (P18054 whole entry, looked up): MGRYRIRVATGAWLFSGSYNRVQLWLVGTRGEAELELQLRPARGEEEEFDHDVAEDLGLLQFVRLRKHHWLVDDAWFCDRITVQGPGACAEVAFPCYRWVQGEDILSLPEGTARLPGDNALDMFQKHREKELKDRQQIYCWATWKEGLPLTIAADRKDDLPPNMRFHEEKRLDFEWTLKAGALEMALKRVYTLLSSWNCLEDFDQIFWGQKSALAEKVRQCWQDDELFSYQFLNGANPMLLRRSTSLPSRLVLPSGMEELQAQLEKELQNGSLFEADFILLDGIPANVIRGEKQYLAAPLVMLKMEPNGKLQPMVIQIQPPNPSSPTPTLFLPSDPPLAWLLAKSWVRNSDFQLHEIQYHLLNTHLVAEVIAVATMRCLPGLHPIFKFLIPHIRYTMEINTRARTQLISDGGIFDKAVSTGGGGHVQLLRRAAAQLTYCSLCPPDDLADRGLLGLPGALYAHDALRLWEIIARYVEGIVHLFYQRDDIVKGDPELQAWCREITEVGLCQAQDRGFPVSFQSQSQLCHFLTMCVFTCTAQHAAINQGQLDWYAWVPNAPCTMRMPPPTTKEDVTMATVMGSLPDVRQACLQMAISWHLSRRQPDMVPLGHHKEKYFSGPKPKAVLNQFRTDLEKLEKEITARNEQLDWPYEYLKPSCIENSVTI
#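 Hydroperoxide product was detected by ferrous iron/xylenol orange as the 573 to 405 nm absorbance ratio. Arachidonic acid at 40 uM (final) was turned over for 30 min at room temperature by 150 nM human 12hLO, pH 7.0 Hepes buffer, after 15 min compound preincubation.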
# IDH1 R132H inh – human IDH1 R132H inhibition | O75874 | IDH1-R132H enzyme, NADPH consumption, diaphorase/resazurin fluorescence | Potency, µM (series often up to 76.6 µM), without a hit: at the highest dose activity change, negative = inhibition, hits mostly inhibitors | 390,000 tested, 0.093% active; note: % is set by controls: 0 for no effect and ±100 for the full control effect; nearly all actives have a fitted effect of over 65% in size
#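 IDH1-R132H (0.5 ug/mL dispensed) in pH 7.5 Tris buffer was preincubated 30 min with compound, then given a substrate mix of 0.016 mM NADPH and 2 mM alpha-KG for 80 min at room temperature; remaining NADPH was read by diaphorase/resazurin fluorescence.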
# Numbers without * were called inactive; ? = inconclusive; . = not tested or not shown; & = joins results of further samples; [ ] = another dose, or the depositor's remark. Calls come from the whole dose curve; as a rule, active = well fitted curve in the direction sought with a large enough effect; inconclusive = small, poorly fitted or top-dose-only effect, or another doubt; inactive = no such curve, though single readings can be large; an effect the other way counts as inactive or inconclusive. Potency is the fitted concentration of half-maximal effect.
# Values in the order: IDH1 R132H inh	USP1 inh	Vif-A3F inh	TrxR1 inh	RXFP1 ag	ALOX12 inh	RGS4 inh	TrxR1 substrate	Vif-A3G inh
C#CCOCCOCCOCCNc1nc(N2CCN(C(=O)[C@H](CCCCN)n3cc(CN)nn3)CC2)nc(N2CCN(C(=O)[C@H](CC(N)=O)n3cc(C(N)[C@H](C)CC)nn3)CC2)n1 (stereo not given in full)
→ 3%	-22%	-13%	16%	.	?	3%	3%	0%
Cc1ccsc1-c1ccnc(-n2cccc2)n1
→ 8%	-18%	-3%	28%	6.7%	-13%	-36%	22%	-9%
CC(On1c(-c2ccccc2)nc2ccc(Cl)cc21)C(=O)O (stereo not given)
→ 4%	-15%	0%	19%	-0.1%	11%	18%	2%	-12%
O=C(Cc1n[nH]c(=O)c2ccccc12)NCc1ccccc1
→ -5%	-15%	11%	-2%[57.1 µM]	3.3%	?	-5%	0%[57.1 µM]	1%
Cc1ccc(S(=O)(=O)N2CCc3cc(C(=O)N(C)Cc4ccccc4)ccc32)cc1
→ -10%	-24%	-1%	28%	-0.8%	-21%	11%	-2%	0%
CCOc1cc(/C=N\NC(=O)c2ccc(NC(=O)CC)cc2)ccc1OC(=O)c1ccccc1
→ 0%	2%	-7%	-9%	-0.8%	1%	-3%	-8%	-7%
COc1ccc(-n2c(C)nc3cc(C(=O)N4CCOCC4)ccc32)cc1
→ 1%	-21%	-4%	12%[57.1 µM]	-0.2%	-4%	-4%[11.4 µM]	9%[57.1 µM]	-1%
O=C(Nc1ccc(Cl)c(S(=O)(=O)N2CCCC2)c1)c1nn(CCO)c(=O)c2ccccc12
→ 3%	-21%	-6%	-3%	1.6%	4%	-31%	-9%	7%
Cc1cccc(-c2nc3ccccc3c3nncn23)c1
→ 9%	-11%	5%	6%	4.7%	-1%	-6%[56.9 µM]	2%	2%
O=C(NCc1ccc(Cl)cc1)C1CCCN1C(=O)Nc1ccccc1 (stereo not given)
→ 9%	-2%	-1%	8%[57.1 µM]	-0.7%	35%[activator]	-34%	3%[57.1 µM]	4%
O=c1c2c(-c3ccc(Cl)cc3)csc2nc2n1CCC2
→ 16%	-12%	-4%	-12%	-0.3%	29%	6%	-15%	-5%
CCc1nc2cc(C)nn2c2nc3ccccc3n12
→ 1%	-10%	0%	-9%	2.0%	6%	-3%	-11%	6%
COc1nc(C)nc2c1sc(=S)n2C
→ 0%	6%	.	2%	?	-4%	15%	-6%	3%
CCOc1cc(C(C(=O)NCC2CCCO2)N(C(=O)Cn2nnc3ccccc32)c2ccccc2C)ccc1O (stereo not given)
→ 7%	-18%	-13%	8%	-1.6%	-17%	0%	2%	5%
CS(=O)(=O)c1ccc2nc(NC(=O)CS(=O)(=O)Cc3ccccc3)sc2c1
→ -2%	-10%	-1%	-4%	1.9%	6%	-6%	-6%	-1%
CC/S(CC1CC1(Cl)Cl)=N\S(=O)(=O)c1ccc(C)cc1 (stereo not given)
→ 0%	-14%	-2%	17%	0.6%	0%	6%	6%	0%
CSCC[C@H](NC(=O)OC(C)(C)C)c1nnc(SCc2ccccc2)o1
→ 1%	4%	0%	13%[57.1 µM]	-1.0%	-14%	1%	6%[57.1 µM]	0%
COc1ccccc1C(=O)COC(=O)CNS(=O)(=O)c1ccc(C)c(C)c1
→ -1%	-21%	-5%	7%	-0.4%	-10%	15%	-2%	2%
Cc1cccc(CSCc2ccc(C(=O)NC3CCCC3)o2)c1
→ -6%	-18%	-1%	14%	1.9%	-10%	0%	7%	-4%
CCCN1CCN(CC(=O)Nc2cc(OCC)ccc2OCC)CC1
→ 0%	-20%	-5%	22%	-1.9%	-17%	-16%	5%	-2%
O=C(Cn1cnc2c(oc3ccccc32)c1=O)Nc1ccc(OC(F)(F)F)cc1
→ 17%	-20%	-1%	17%	2.1%	-14%	13%	3%	0%
CCOc1cc(/C=C2/NC(=O)NC2=O)cc(Br)c1OCc1ccc(C(=O)O)cc1
→ -10%	-1%	4%	1%[57.1 µM]	4.7%	?	?	2%[57.1 µM]	-1%
O=C(c1ncn(Cc2ccccc2)c1C(=O)N1CCN(c2ccccc2)CC1)N1CCN(c2ccccc2)CC1
→ 2%	-14%	3%	6%	.	0%	-6%	2%	0%
CN(C)/C=N/NC(=O)c1ccccc1
→ -4%	-11%	12%	11%[57.1 µM]	-0.6%	8%	-19%	6%[57.1 µM]	-1%
COc1ccc(-c2nc(C)c(CCNC(=O)c3cccc(C)c3)s2)cc1OC
→ -4%	-20%	7%	14%[57.1 µM]	7.0%	-14%	-1%	13%[57.1 µM]	-4%
CC(=O)Nc1ccc(NC(=S)NC(=O)/C=C/c2ccco2)cc1
→ 0%	-11%	0%	40µM*	0.8%	0%	?	2%	-12%
Cc1ccc(NC(=O)Cn2c(=O)n(Cc3ccc4c(c3)OCO4)c(=O)c3ccccc32)c(C)c1
→ -6%	-22%	?	24%	2.7%	?	1%	4%	0%
CCN1C(=O)CS/C1=C(\C#N)S(=O)(=O)c1ccccc1
→ -8%	-1%	-18%	20%[57.1 µM]	-0.7%	-13%	?	-7%	-11%
CC(=O)Nc1cccc(NC(=O)CSc2nc(=O)n(CCN3CCOCC3)c3c2CCCC3)c1
→ 2%	-1%	-9%	14%	4.7%	7%	12%	5%	0%
c1ccc(CCCCc2ccncc2)cc1
→ -6%	0%	0%	-1%[2.29 µM]	.	-1%	-2%	2%[57.1 µM]	-3%
N=c1c2cn[nH]c2nc(SCC(=O)c2ccc(Br)cc2)n1-c1ccc(Br)cc1
→ 10%	-6%	12%	9%[57.1 µM]	?	-4%	-4%	7%[57.1 µM]	0%
C=CCC[C@@H](Cc1ccc(F)cc1)C(=O)OC[C@H](C)NC(=O)[C@H](CC=C)CC(=O)N(CCO)Cc1ccccc1
→ 1%	?	0%	15%	.	1%	0%	-5%	-7%
Cc1cc(C)cc(NC(=S)N2CCN(CCO)CC2)c1
→ 5%	-1%	-6%	-15%	1.9%	12%	13%	-7%	0%
S=c1[nH]nc(CCc2nc3ccccc3[nH]2)n1-c1cccc(Cl)c1
→ -1%	-7%	-19%	0%[57.1 µM]	-2.4%	-29%	-39%	4%	0%
COc1cc(C(=O)OCc2cc(=O)n3nc(C4CCCCC4)sc3n2)cc(OC)c1OC
→ -3%	-2%	-2%	-3%[57.1 µM]	1.4%	-22%&-2%	19%	-8%[57.1 µM]	0%
O=C(CCCOc1ccc(Cl)cc1Cl)NCCCO
→ -3%	-12%	-2%	7%[57.1 µM]	1.5%	-29%	-7%	8%[57.1 µM]	0%
Cc1cccc(C)c1NS(=O)(=O)c1ccc(F)cc1
→ 3%	-21%	-2%	11%[57.1 µM]	2.8%	-11%	-4%[11.4 µM]	7%[57.1 µM]	0%
COC(=O)c1sc(=S)sc1C(=O)OC
→ 8%	3%	1%	-29%	1.4%	45µM*	?	-5%	-23%
O=c1c(Cl)c(N2CCC3(CC2)OCCO3)cnn1C12CC3CC(CC(C3)C1)C2
→ 4%	-16%	3%	0%	0.0%	?	4%	-8%	0%
C[C@H](CO)NC(=O)c1[nH]cnc1C(=O)Nc1ccc(CNC(=O)OC(C)(C)C)cc1
→ 3%	-11%	-2%	.	.	12%	.	.	2%
COc1ccccc1OCC(=O)Nc1cc(S(=O)(=O)N2CCOCC2)ccc1N1CCCCC1
→ -1%	-16%	-1%	8%[11.4 µM]	.	?	?	2%[11.4 µM]	2%
COc1cc(NC2c3ccccc3C(=O)N2Cc2ccc3c(c2)OCO3)cc(OC)c1 (stereo not given)
→ 0%	-15%	6%	10%	1.7%	-10%	6%	-8%	1%
CC12CCC3c4ccccc4CCC3(CO1)C2 (stereo not given)
→ 4%	-21%	4%	.	.	-4%	.	.	2%
COC(=O)/C=C1/N/C(=N\c2nc(C)cc(C)n2)N(c2ccc(Cl)cc2)C1=O
→ -6%	-12%	3%	-20%	0.7%	?	-9%	-6%	1%
O=C(Cn1cc2c(n1)CCCCC2)N1CCc2ccccc21
→ -5%	-16%	-4%	6%[57.1 µM]	1.2%	346%[activator]	12%	11%[57.1 µM]	-5%
Cc1cccc(NC(=O)C2NC(=O)CC2c2ccccc2)c1C (stereo not given)
→ -15%	-8%	4%	12%[57.1 µM]	0.2%	12%[57.4 µM]	1%	6%[57.1 µM]	-1%
C/C(Cl)=C/CN1C(=O)C2C3C=CC(C3)C2C1=O (stereo not given)
→ 1%	1%	0%	-8%	2.2%	?	13%	-9%	1%
Cn1cc(CN2CCC(n3nccc3NC(=O)Cc3ccccc3)CC2)cn1
→ -2%	-11%	-1%	-12%	3.4%	-1%	-16%	-9%	5%

# Entries above containing a thiophene ring, fused or not (2):
# Values in the order: IDH1 R132H inh	USP1 inh	Vif-A3F inh	TrxR1 inh	RXFP1 ag	ALOX12 inh	RGS4 inh	TrxR1 substrate	Vif-A3G inh
Cc1ccsc1-c1ccnc(-n2cccc2)n1
→ 8%	-18%	-3%	28%	6.7%	-13%	-36%	22%	-9%
O=c1c2c(-c3ccc(Cl)cc3)csc2nc2n1CCC2
→ 16%	-12%	-4%	-12%	-0.3%	29%	6%	-15%	-5%

# Bioassay records deposited in PubChem by National Center for Advancing Translational Sciences (NCATS).

# The list is partial; count on the stated rates, not on these rows.
